CHRM5 antagonist = CHRM5 antagonism in calcium assay. P08912. 360,000 compounds, 0.59% hits. CHO-hM5 cells, Fluo-8 calcium fluorescence, ACh EC80. inhibition, % at 3 µM;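 active = inhibition above a per-plate cutoff, the mean of that plate's test compounds plus 3 SD, cut at about 27% in these data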;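 note: 0% = acetylcholine EC80 with DMSO and 100% = DMSO without agonist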
Target sequence (P08912 whole entry, looked up): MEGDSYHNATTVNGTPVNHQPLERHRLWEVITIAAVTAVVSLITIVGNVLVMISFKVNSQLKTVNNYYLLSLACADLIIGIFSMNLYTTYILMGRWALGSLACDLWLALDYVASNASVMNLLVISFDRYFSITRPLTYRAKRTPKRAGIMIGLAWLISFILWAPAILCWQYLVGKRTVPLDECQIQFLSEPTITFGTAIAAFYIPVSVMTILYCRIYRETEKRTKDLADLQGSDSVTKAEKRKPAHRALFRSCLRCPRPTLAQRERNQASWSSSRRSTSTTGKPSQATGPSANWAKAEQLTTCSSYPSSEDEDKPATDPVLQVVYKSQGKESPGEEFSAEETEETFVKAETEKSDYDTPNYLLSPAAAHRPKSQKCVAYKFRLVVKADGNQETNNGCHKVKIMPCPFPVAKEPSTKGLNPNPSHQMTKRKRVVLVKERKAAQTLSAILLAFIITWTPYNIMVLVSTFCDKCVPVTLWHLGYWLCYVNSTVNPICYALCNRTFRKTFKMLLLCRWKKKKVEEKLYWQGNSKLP
CHO-K1 Ca antag = nonselective inhibitor or artifact in parental CHO-K1 cells; ATP-induced calcium, Fluo-8 fluorescence; inhibition, % at 3 µM; 360,000 compounds, 0.6% hits;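 active = inhibition above a per-plate cutoff, the plate's mean sample inhibition plus 3 SD, cut at about 24% in these data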;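 note: 0% = DMSO plus EC80 ATP and 100% = DMSO alone without ATP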
M5 PAM = potentiates acetylcholine response at human M5 receptor | CHO-K1 hM5, Fluo-8 calcium, ACh EC20 PAM; 0% = ACh EC20, 100% = ACh EC100 | AID 624038 | activation, % at 3 µM | 360,000 compounds, 0.3% hits;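 active = activation above the run cutoff, the mean activation of all test compounds plus 3 SD, cut at about 18% in these data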
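System – CHO-K1 hM5 cells · Compound – 3 µM, single dose · Incubation – compound preincubation 140 s before EC20 acetylcholine addition · Technique – Fluo-8 calcium fluorescence · Measure – Max/basal fluorescence ratio as % of EC20–EC100 ACh window · Benchmarks – low control EC20 acetylcholine (0%), high control EC100 acetylcholine (100%) · Replication – singlicate, one well per test compound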
M4 PAM = potentiates acetylcholine response at human M4 receptor. CHO-K1 hM4/Gqi5, Fluo-8 calcium fluorescence, ACh EC20; 0% = ACh EC20, 100% = maximal ACh. activation, % at 3 µM. 360,000 compounds, 0.4% hits. P08173. AID 624126;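 active = activation above its plate's cutoff, the mean activation of sample wells plus 3 SD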; note: some results filed as inactive read as strong as hits
Target sequence (P08173 whole entry, looked up): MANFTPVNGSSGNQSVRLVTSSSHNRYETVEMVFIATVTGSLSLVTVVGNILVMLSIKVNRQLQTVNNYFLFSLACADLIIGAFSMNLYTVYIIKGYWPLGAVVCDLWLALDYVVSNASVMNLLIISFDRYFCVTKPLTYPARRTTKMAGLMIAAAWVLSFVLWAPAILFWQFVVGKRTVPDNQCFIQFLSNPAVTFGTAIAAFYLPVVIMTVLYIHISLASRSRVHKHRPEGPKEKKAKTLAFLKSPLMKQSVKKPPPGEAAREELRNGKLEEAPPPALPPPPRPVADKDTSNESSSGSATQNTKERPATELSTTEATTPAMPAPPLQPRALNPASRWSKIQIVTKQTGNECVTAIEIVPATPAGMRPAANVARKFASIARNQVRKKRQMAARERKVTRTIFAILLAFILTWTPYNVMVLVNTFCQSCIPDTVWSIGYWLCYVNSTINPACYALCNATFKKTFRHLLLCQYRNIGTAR
M1 PAM parental = counter-screen for M1 PAMs: effect in parental CHO-K1 cells | activation, % at 3 µM | ATP EC20, Fluo-8 calcium fluorescence; 0% at ATP EC20, 100% at ATP max | AID 602247 | 360,000 compounds, 0.02% hits;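 active = activation above the run cutoff, the mean activation of all test compounds plus 3 SD, cut at about 40% in these data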;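 note: peak over basal fluorescence ratio in a 140 s read after ATP addition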
CHRM4 antagonist = antagonists of human muscarinic M4 receptor (CHRM4). CHO-hM4 cells, ACh EC80, Fluo-8 calcium fluorescence. 360,000 compounds, 0.73% hits. inhibition, % at 3 µM. P08173;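 active = inhibition above its plate's cutoff, the mean inhibition of sample wells plus 3 SD, cut at about 27% in these data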;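 note: 0% = acetylcholine EC80 with DMSO and 100% = DMSO without agonist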
M1 ag parental = counter-screen for M1 agonists: effect in parental CHO-K1 cells | AID 602248 | activation, % at 3 µM | 360,000 compounds, 0.48% hits | Fluo-8 calcium fluorescence; scaled to maximal ATP response, vehicle zero; in the data active = activation above about 15%;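 note: untransfected CHO-K1 host cells lacking M1 receptor as counterscreen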
CHRM5 agonist = agonists of human muscarinic M5 receptor (CHRM5); P08912; CHO-K1 hM5 cells, Fluo-8 calcium fluorescence; 0% DMSO wells, 100% maximal acetylcholine response; activation, % at 3 µM; 360,000 compounds, 0.19% hits;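 active = activation above the run's mean over test compounds plus 3 SD, cut at about 23% in these data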;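 note: signal is peak over basal fluorescence ratio across the kinetic read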
M4 ag = CHRM4 agonism in calcium assay; CHO-K1 hM4/Gqi5, Fluo-8 calcium fluorescence; vehicle 0%, full acetylcholine response 100%; P08173; 360,000 compounds, 0.14% hits; activation, % at 3 µM;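 active = activation above the run mean over all test wells plus 3 SD, cut at about 32% in these data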;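 note: peak over basal fluorescence ratio per well then scaled between controls; 0% = DMSO wells and 100% = acetylcholine at EC100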
An asterisk follows results filed as active; / = no result given.

SMILES	CHRM5 agonist	M1 PAM parental	M4 ag	CHRM5 antagonist	CHRM4 antagonist	M5 PAM	M4 PAM	CHO-K1 Ca antag	M1 ag parental
COC(=O)c1nn(-c2ccc(-c3ccccc3)cc2)cc1O	-1	-4	3	3	19	-4	6	1	0.5
O=C(O)c1ccc(/C=N/NC(=O)c2cc3ccccc3cc2O)cc1	0	5	1	5	2	0	3	-13	0.4
Cc1cnc2c(c1)C(=O)c1ccccc1-2	-3	2	1	5	-9	6	5	-1	0.1
O=C(CCc1nc2ccccc2s1)Nc1ccccc1	-3	25	2	-12	-4	1	-1	-13	0.3
COc1ccc(-n2c(CSc3nc(C)cc(C)n3)nnc2SCC(=O)Nc2nccs2)cc1	1	2	0	5	-3	-9	0	5	0.5
O=C(NC1CC1)C1CCN(C2CCN(C(=O)CSc3ccccc3)CC2)CC1	-3	8	0	1	-4	4	-6	-5	-0.1
CCCn1c(SC(C)C(=O)NCC2CCCO2)nc2sc(CC)cc2c1=O (stereo unspecified)	-4	12	0	16	9	-4	3	-3	0.1
Cc1[nH]n(-c2ccccc2)c(=O)c1C(=O)c1cccc(F)c1	0	-11	1	-2	-3	-6	9	2	-0.1
Brc1csc(C=Nc2ccc3c(c2)OCCOCCOCCOCCO3)c1	0	6	0	0	4	-1	1	-5	0.3
Cc1ccc(C(=O)C2COC(=O)C2)cc1 (stereo unspecified)	-5	16	1	-2	11	2	-6	-1	0.6
Cn1c(N)c(C(=O)c2ccc(Oc3ccccc3)cc2)c(=O)n(C)c1=O	0	-1	2	-16	-4	11	6	0	0.4
CN1C2CCC1/C(=C\c1ccc(F)cc1)C(=O)/C2=C/c1ccc(F)cc1	-2	2	-1	2	4	-1	11	-6	-0.2
Cc1noc(C)c1CSc1nnc(-c2ccccc2)o1	-12	-1	0	2	-12	2	-1	-10	0.2
CCOC(=O)C1(CCCc2ccccc2)CCN(C(=O)CSC)CC1	2	4	4	2	4	-1	-5	-13	1.7
OC(c1ccccc1)c1nc(-c2cncnc2)cs1 (stereo unspecified)	0	-8	1	-2	-6	0	1	10	0.1
Cc1nc(SCc2ccccc2)[nH]c(=O)c1CC(=O)OCC(C)C	-2	16	1	9	10	1	2	-14	3.8
COc1ccc(C2CC(c3ccncc3)=NN2c2ccc(S(N)(=O)=O)cc2)cc1 (stereo unspecified)	1	-1	3	10	-2	-4	-3	1	1.0
Cc1nn(C)c(C)c1/C=C/C(=O)c1ccccc1	-5	3	2	11	20	2	17	-1	0.5
Cc1ccc(CNC(=O)C2(C)Oc3ccccc3NC2=O)cc1 (stereo unspecified)	4	13	0	5	-4	-3	6	0	0.3
Nc1nc(SCC(=O)Nc2ccc(F)cc2)[nH]c(=O)c1NC(=O)c1ccc(F)c(F)c1	-2	10	1	7	-8	-1	0	-11	1.2
CN(C)c1ccc(/C=N/NC(=O)c2ccc(CN3CCOCC3)cc2)cc1Br	1	16	3	-6	-8	5	2	-4	0.9
CCOC(=O)C1C(C)C(C(C)(C)C)N(S(=O)(=O)c2ccc(C)cc2)C1c1ccccc1 (stereo unspecified)	-2	/	3	-4	38*	-6	-16	/	/
CC(C)CCNC(=O)C1CCCN(S(=O)(=O)c2ccc(F)cc2)C1 (stereo unspecified)	-2	10	0	2	3	0	-5	-10	0.5
Nc1ccc(C(=O)N/N=C\C=C\c2cccc([N+](=O)[O-])c2)cc1	4	13	3	-9	-7	-3	-1	6	1.4
COc1ccc(NC(=O)CSCC(=O)N(C)Cc2ccc(Cl)c(Cl)c2)cc1	-3	18	5	9	-7	-6	-3	-19	3.1
Cc1cc(Cl)c(S(=O)(=O)N2CCN(c3ccccn3)CC2)cc1OCC(N)=O	7	-3	5	0	-15	2	11	-11	1.1
COc1ccc(OC)c(S(=O)(=O)N2CCCCC2C(=O)O)c1 (stereo unspecified)	-2	20	4	-8	-14	1	13	-29	0.6
COc1cc(C2C(C#N)=C(N)N(c3ccc(F)cc3)C3=C2S(=O)(=O)CC3)ccc1O (stereo unspecified)	-3	14	2	7	7	-6	12	1	0.7
Clc1ccc2c(NCc3ccccc3)ccnc2c1	1	-1	15	17	5	-10	-8	5	17*
CC1CCN(C(=O)c2nc[nH]c2C(=O)N2CCc3ccccc3C2)CC1	4	-9	3	4	13	-1	-4	7	0.9
c1coc(-c2ccc3nncn3c2)c1	2	22	1	1	-6	3	-1	-20	0.8
O=C(O)c1ccc2c(c1)C(=O)/C(=C\c1ccco1)C2=O	0	9	1	1	4	1	-2	0	0.2
O=C(Nc1ccc(CN2CCCCC2)cc1)c1sc2ccccc2c1Cl	-3	17	1	10	3	0	1	-8	1.1
O=C1CC(c2ccccc2)=NN1c1nc(-c2ccccc2)cs1	1	15	0	-5	2	-2	-4	-7	0.9
COC(=O)[C@@]12CCCN1[C@H](c1ccc(-c3cccc(Cl)c3)c(OC)c1)[C@H]1C(=O)N(C)C(=O)[C@H]12	-1	-6	3	0	-11	-4	8	-5	-0.6
CC1(c2nnc(-c3cccc(Cl)c3)o2)CC(c2ccc(Br)cc2)=NO1 (stereo unspecified)	0	-10	1	-1	2	4	5	-6	-0.3
CN(C)CCCN1C(=O)c2oc3ccccc3c(=O)c2C1c1cccs1 (stereo unspecified)	-1	13	2	3	9	-2	0	-21	1.1
O=C(NC1CC1)c1cc2cc(Br)ccc2s1	0	4	5	13	3	-6	0	-6	4.6
CCOC(=O)c1cn2nc(Oc3ccc(C(=O)OC)cc3)ccc2n1	0	26	0	12	-6	2	-4	-9	1.6
O=C(NCCN1CCCC1)c1ccc(Cl)cc1	-3	12	1	-10	1	2	-5	-1	0.1
CC(C)(C)c1ccc(N2C(=O)CC(C/C=C/c3ccccc3)C2=O)cc1 (stereo unspecified)	0	1	0	5	-4	-2	-11	-1	1.0
COc1cccc(C(c2nnnn2Cc2ccco2)N2CCN(c3cccc(C)c3C)CC2)c1OC (stereo unspecified)	-10	21	-1	-7	0	-8	-2	-9	1.0
Cc1cccc(NC(=O)CN2C(=O)N/C(=C/c3cc(C)n(-c4cccnc4)c3C)C2=O)c1	-2	-7	0	3	0	9	3	-8	-0.2
CC(=O)Nc1ccc2nc(-c3cccnc3)[nH]c2c1	1	5	1	-6	-5	7	7	-5	0.2
Cc1ccc2c(c1)NC(=O)C(CC(=O)Nc1ccc(CN3CCC(C)CC3)cc1)O2 (stereo unspecified)	-5	22	1	71*	99*	-24	-17	-7	-0.1
Cc1cccc2cccnc12	1	3	1	6	-5	-5	6	-5	-0.4
COc1ccc(OC)c(NC(=O)CSc2nc(=O)n(CCN3CCOCC3)c3c2CCC3)c1	2	6	1	0	13	1	0	4	0.4
CC(=O)c1ccc(NC(=O)CSc2nc(=O)n3cccc(C)c3n2)cc1	3	18	1	3	9	-4	-3	44*	0.0
CN1CCN(c2ncnc3c2ncn3[C@H]2CN(C)C[C@@H](CO)O2)CC1	0	6	1	3	-10	-1	2	-6	1.1
Cc1ccc(C(=O)NC23CC4CC(CC(C4)C2)C3)c(Cl)c1	-2	13	-2	2	-8	2	0	-6	-0.1
Cc1ccc(C)c(NC(=O)CSc2nnc(CCNC(=O)OC(C)(C)C)o2)c1	0	14	2	2	-3	-4	23	1	0.5
CCOC(=O)c1ccc(Nc2sc(C(=O)c3cccc([N+](=O)[O-])c3)c(N)c2C#N)cc1	-3	-10	2	5	4	-3	0	4	13
CCN(CC)S(=O)(=O)c1cccc(C(=O)OCC(=O)C23CC4CC(CC(C4)C2)C3)c1	0	-4	0	1	-6	1	6	7	0.2
COC(=O)c1sc(-c2ccc(Cl)cc2)cc1NC(=O)/C=C/C(=O)O	3	16	0	3	4	11	0	-10	0.8
CCN(CC)S(=O)(=O)c1ccc(C)c(NC(=O)COC(=O)CCC(=O)c2cccs2)c1	0	-10	4	6	-6	-2	1	-4	1.4
CS(=O)(=O)c1ccc(Cl)c(NC(=O)CSc2n[nH]c(N)n2)c1	-5	18	0	15	-10	-10	3	-4	0.6
O=C(NCCN1CCOCC1)c1noc2c1CCc1ccccc1-2	-2	5	1	8	3	-11	-5	-4	0.1
COc1ccc(S(=O)(=O)N2CCC(C(=O)Nc3ccccc3N3CCCC3)CC2)cc1OC	-2	13	5	1	-5	0	-4	-16	1.4
COC(=O)[C@@]12CCCCN1[C@H](c1ccc(SC3CCCCC3)cc1)[C@H]1C(=O)N(C)C(=O)[C@H]12	3	5	0	-3	5	7	-1	-8	0.2
CN(C)c1ccc(/C=N/n2c(COc3ccccc3)n[nH]c2=S)cc1	0	-13	0	8	9	-4	-11	17	-0.4

Quoted from the listing.
Reading of `CS(=O)(=O)c1ccc(Cl)c(NC(=O)CSc2n[nH]c(N)n2)c1` in CHRM5 agonist: -5
Reading of `CCN(CC)S(=O)(=O)c1cccc(C(=O)OCC(=O)C23CC4CC(CC(C4)C2)C3)c1` in M4 PAM: 6
Reading of `Cc1cccc2cccnc12` in CHRM5 agonist: 1

Marked active in CHRM5 antagonist, among the entries above:
structure | CHRM5 agonist | M4 ag | CHRM5 antagonist | CHRM4 antagonist | M5 PAM | M4 PAM
Cc1ccc2c(c1)NC(=O)C(CC(=O)Nc1ccc(CN3CCC(C)CC3)cc1)O2 (stereo unspecified) | -5 | 1 | 71* | 99* | -24 | -17

The listing continues.
SMILES	CHRM5 agonist	M1 PAM parental	M4 ag	CHRM5 antagonist	CHRM4 antagonist	M5 PAM	M4 PAM	CHO-K1 Ca antag	M1 ag parental
COc1ccc(/C=C(/NC(=O)c2ccccc2)C(=O)N/N=C/c2sccc2C)cc1	-4	18	5	1	-25	-5	-3	-7	1.6
Cc1cc(N2CC(=O)N(CCc3ccccc3)C(=O)C2)n2ncnc2n1	0	12	3	3	-6	-4	4	0	0.8
CN(c1ccccc1)S(=O)(=O)c1ccc(Cl)c(C(=O)NC2=NCCS2)c1	-5	-5	2	-2	-3	0	0	-2	2.0
Cc1ccc2nc(C3CCCCC3)c(Cc3ccccc3C(F)(F)F)n2c1	-1	-7	-1	14	-3	-4	3	-21	0.1
Cc1ccc(-c2noc(CSc3nc(N)cc(N)n3)n2)cc1	6	-1	7	3	9	-4	-8	7	2.6
O=C(CNC(=O)c1ccccc1)Sc1ccccc1	2	2	2	19	7	-2	-1	-9	0.7
CCOC(=O)c1c(S(=O)(=O)N2CCCC(C(=O)Nc3ncccc3C)C2)c(C)n(C)c1C (stereo unspecified)	-3	7	1	14	9	1	-1	-4	4.6
C/C(=N\NC(=S)NCc1ccccc1)c1ccccc1F	-6	-9	0	8	-2	-4	-3	4	0.0
COC(=O)c1ccc(C(=O)OC)c(NC(=O)CN2CCN(c3ccccc3)CC2)c1	0	11	6	6	-4	-2	9	-22	0.4
O=C(CCN1C(=O)c2ccccc2S1(=O)=O)Nc1ccc(Cl)cc1	0	12	10	5	-8	-8	-3	0	4.0
CCN(CC)CCNC(=O)C(=O)Nc1cc2c3c(c1)CCC(=O)N3CCC2	1	-2	22	-1	0	-11	-10	-8	5.4

Screening data from PubChem BioAssay.
